PABP1 MLLE inh: blocks PAM2 peptide binding to the PABP1 MLLE domain; P11940; GST-MLLE / FITC-PAM2 fluorescence polarization; inhibition, % at 20 µM; 0.36% of 360,000 active; in the data active means inhibition above about 35%, passing the limit was not always enough;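 further: plate controls were DMSO wells with GST-MLLE for no effect and wells lacking GST-MLLE protein for full effect; some results filed as inactive read as strong as hits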
FAS-TE inh: blocks the thioesterase domain of human fatty acid synthase. recombinant FAS-TE, OMFH fluorogenic substrate, fluorescence endpoint. P49327. AID 602261. 0.67% of 360,000 active. inhibition, % at 15 µM;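 active means compounds whose normalised, plate-corrected inhibition of enzyme fluorescence in the single-dose primary screen is 50% or more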;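 further: 0% = DMSO with enzyme and 100% = substrate without enzyme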
CendR NRP1 mod: NRP-1/CendR interaction modulation; AID 602438; 0.85% of 360,000 active; inhibition, % at 25 µM; FAM-RPARPAR peptide binding to NRP-1, fluorescence polarization;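 active means inhibition or corrected inhibition above about 18%, plus a signal ratio from 0.5 to 1.5, limit read from the data, passing the limit was not always enough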; further: strong numbers were not always called active
Target sequence (O14786 whole entry, looked up): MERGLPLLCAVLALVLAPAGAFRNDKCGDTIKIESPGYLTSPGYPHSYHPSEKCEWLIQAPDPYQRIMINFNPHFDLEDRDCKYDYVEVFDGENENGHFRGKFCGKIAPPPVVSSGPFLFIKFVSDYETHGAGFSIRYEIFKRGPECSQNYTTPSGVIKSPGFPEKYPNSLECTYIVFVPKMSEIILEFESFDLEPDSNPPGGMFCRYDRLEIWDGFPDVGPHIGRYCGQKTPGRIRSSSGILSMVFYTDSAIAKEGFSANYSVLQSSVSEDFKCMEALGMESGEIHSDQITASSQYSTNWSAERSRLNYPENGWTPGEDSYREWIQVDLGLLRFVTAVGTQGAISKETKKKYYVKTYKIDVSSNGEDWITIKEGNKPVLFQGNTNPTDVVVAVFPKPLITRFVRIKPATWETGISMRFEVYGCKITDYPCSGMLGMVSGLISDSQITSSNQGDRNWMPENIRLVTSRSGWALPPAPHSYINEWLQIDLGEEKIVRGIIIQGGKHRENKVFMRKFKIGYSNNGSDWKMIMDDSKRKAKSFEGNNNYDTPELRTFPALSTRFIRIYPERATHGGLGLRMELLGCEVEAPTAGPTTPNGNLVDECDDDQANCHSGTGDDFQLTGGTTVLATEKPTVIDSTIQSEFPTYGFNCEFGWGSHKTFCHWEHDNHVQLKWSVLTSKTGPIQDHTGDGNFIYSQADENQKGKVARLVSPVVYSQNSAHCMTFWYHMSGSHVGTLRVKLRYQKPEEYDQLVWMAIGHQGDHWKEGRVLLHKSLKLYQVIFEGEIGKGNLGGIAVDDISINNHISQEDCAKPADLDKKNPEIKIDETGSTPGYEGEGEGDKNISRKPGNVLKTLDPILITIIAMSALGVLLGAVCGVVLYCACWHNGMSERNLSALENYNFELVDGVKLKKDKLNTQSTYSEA
MsrA act: activators of bovine methionine sulfoxide reductase A. purified bovine MsrA, absorbance read-out. 0.3% of 360,000 active. activation, % at 10.6 µM; in the data active means activation above about 7.5%;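 further: 0% = vehicle and 100% = reference activator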
SKN-1 inh: inhibitors of C. elegans SKN-1 | C. elegans VP596 Pgst-4::GFP/RFP ratio, acrylamide-induced, 24 h | inhibition, % at 21.8 µM | 0.49% of 360,000 active;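 active means interference check ratio from 0.5 to 1.5 plus GFP to RFP signal ratio inhibition reaching or exceeding a fixed threshold, cut at about 30% in these data, passing the limit was not always enough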; further: some compounds called inactive have numbers as strong as hits
MT1-MMP act inh: inhibitors of human MT1-MMP activation | HT1080 RFP-PRO-GFP cells, GFP/RFP ratio fluorescence, overnight; percent of plate control window, DMSO zero | GFP/RFP ratio change, % at 20 µM | P50281 | 0.061% of 360,000 active;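 active means GFP/RFP ratio change of at least 30% with cell ATP level not reduced by more than half and red fluorescence within 50% of control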; further: strong numbers were not always called active
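Assay system: HT1080 RFP-PRO-GFP cells. Benchmarks: DMSO vehicle wells and RFP-L50D-GFP reporter cell wells. Times: overnight cell settling, then overnight compound exposure, 37 °C, 5% CO2. Compound: 20 µM single dose, 1% DMSO. Read-out basis: GFP/RFP fluorescence ratio.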
Rin1-Abl PPI inh: human Rin1-Abl interaction inhibition | P00519+Q13671 | TR-FRET Rin1/Abl binding, biochemical | inhibition, % at 7.35 µM | 0.4% of 360,000 active | AID 588664; in the data active means inhibition above about 5%, passing the limit was not always enough
E coli Lon inh: inhibits E. coli Lon protease. P0A9M0. inhibition, % at 7.94 µM. 0.42% of 360,000 active. purified E. coli Lon protease, fluorescence polarization; in the data active means inhibition above about 13%, passing the limit was not always enough;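 further: 0% = enzyme with probe and DMSO and 100% = no enzyme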
Neddyl block: cullin neddylation inhibition; P61081+Q13564; TR-FRET cullin neddylation, biochemical; calls only at 25 µM; 0.58% of 360,000 active; AID 651699; in the data active means inhibition above about 36%
Starred values were filed as active, the others as inactive; i = inactive; nt = no result given; + = active, no number.

SMILES	PABP1 MLLE inh	FAS-TE inh	CendR NRP1 mod	MsrA act	SKN-1 inh	MT1-MMP act inh	Rin1-Abl PPI inh	E coli Lon inh	Neddyl block
CC1CN(S(=O)(=O)c2cccc(C(=O)Nc3ccccc3N3CCOCC3)c2)CC(C)O1 (centres undefined)	-6	3	1	-2	-2	-6	-3	-2	i
C/C(CC(=O)Nc1ccc([N+](=O)[O-])cc1)=N/NC(=O)C1CC12CCC2 (centres undefined)	-1	19	8	-1	-9	1	1	2	i
O=C(COc1ccc(/C=N/NC(=O)c2ccccc2)cc1)Nc1ccc([N+](=O)[O-])cc1	4	0	8	2	7	-2	-1	-3	i
CCOc1ccc(N(CC(=O)NCCSCc2ccco2)S(=O)(=O)c2ccc(C)cc2)cc1	-11	22	-10	-3	-21	-3	0	3	i
O=C(COC(=O)c1ncc(Cl)c(Cl)c1Cl)Nc1ccccc1OC(F)F	3	1	8	-11	-3	-3	3	-2	i
O=C(Nc1ccccc1N1CCOCC1)c1ccc(Br)o1	-4	5	11	-17	-22	4	-6	-13	i
COc1cc(C(=O)NCCc2cc3c(OC)ccc(OC)c3[nH]c2=O)cc(OC)c1OC	0	2	-3	-3	3	-1	5	-8	i
COc1ccc(-c2csc(C(NC(C)=O)c3ccccc3)n2)cn1 (centres undefined)	5	-4	8	5	14	0	-3	-13	i
CCC(=O)N(Cc1ccco1)c1nc(-c2ccccc2)cs1	1	18	-5	-10	18	2	1	2	i
CCOc1cc(CNCCSc2nnnn2C)cc(Br)c1OCc1ccccc1F	7	22	16	-2	39*	-2	-1	-9	i
Cc1cc(C)cc(C(=O)N2CCN(c3ccccn3)CC2)c1	6	0	-8	-1	8	-4	0	3	i
O=C(c1ccc(-n2c(SCc3cccc(F)c3)nc3ccccc3c2=O)cc1)N1CCOCC1	5	16	-14	-2	2	-2	1	-5	i
C#CC(=O)N(c1ccc(OC)cc1OC)C(C(=O)NC1CCCC1)c1cccs1 (centres undefined)	-7	4	-9	-3	0	-43	4	-1	i
CCS(=O)(=O)N1CCC(C(=O)NCc2ccccc2OC)CC1	8	-2	0	1	7	-2	6	1	i
CCOC(=O)C1(Cc2cccc(F)c2)CCN(Cc2cn(CC)nc2C)CC1	15	-4	7	-3	0	4	-1	-13	i
O=C(CSc1nnc(-c2cccs2)o1)N1CCOCC1	2	-6	13	-2	6	3	1	-12	i
COC(=O)c1ccc(C(=O)OC)c(NC(=O)CN(C)Cc2cccc(Cl)c2Cl)c1	5	26	-6	0	1	-7	0	-11	i
COc1cccc(NC(=O)Cn2c(=O)n(-c3ccccc3)c(=O)c3oc4ccccc4c32)c1	-16	4	1	-9	14	7	0	0	i
Cc1ccc(C)n1-c1ccc(C(=O)NCC2CCCO2)cc1 (centres undefined)	-12	-10	-34	-6	-4	-8	-1	-9	i
C/C=C/c1ccc(Oc2nnnn2-c2ccc(C(N)=O)cc2)c(OC)c1	-2	27	2	-5	0	2	-2	9	i

In a second layout: entries from further up.
molecule,PABP1 MLLE inh,FAS-TE inh,CendR NRP1 mod,MsrA act,SKN-1 inh,MT1-MMP act inh,Rin1-Abl PPI inh,E coli Lon inh,Neddyl block
CCOc1ccc(N(CC(=O)NCCSCc2ccco2)S(=O)(=O)c2ccc(C)cc2)cc1,-11,22,-10,-3,-21,-3,0,3,i
O=C(COC(=O)c1ncc(Cl)c(Cl)c1Cl)Nc1ccccc1OC(F)F,3,1,8,-11,-3,-3,3,-2,i
O=C(Nc1ccccc1N1CCOCC1)c1ccc(Br)o1,-4,5,11,-17,-22,4,-6,-13,i
COc1cc(C(=O)NCCc2cc3c(OC)ccc(OC)c3[nH]c2=O)cc(OC)c1OC,0,2,-3,-3,3,-1,5,-8,i
COc1ccc(-c2csc(C(NC(C)=O)c3ccccc3)n2)cn1 (centres undefined),5,-4,8,5,14,0,-3,-13,i
CCC(=O)N(Cc1ccco1)c1nc(-c2ccccc2)cs1,1,18,-5,-10,18,2,1,2,i
CCOc1cc(CNCCSc2nnnn2C)cc(Br)c1OCc1ccccc1F,7,22,16,-2,39*,-2,-1,-9,i
Cc1cc(C)cc(C(=O)N2CCN(c3ccccn3)CC2)c1,6,0,-8,-1,8,-4,0,3,i
O=C(c1ccc(-n2c(SCc3cccc(F)c3)nc3ccccc3c2=O)cc1)N1CCOCC1,5,16,-14,-2,2,-2,1,-5,i
C#CC(=O)N(c1ccc(OC)cc1OC)C(C(=O)NC1CCCC1)c1cccs1 (centres undefined),-7,4,-9,-3,0,-43,4,-1,i
CCS(=O)(=O)N1CCC(C(=O)NCc2ccccc2OC)CC1,8,-2,0,1,7,-2,6,1,i
CCOC(=O)C1(Cc2cccc(F)c2)CCN(Cc2cn(CC)nc2C)CC1,15,-4,7,-3,0,4,-1,-13,i
O=C(CSc1nnc(-c2cccs2)o1)N1CCOCC1,2,-6,13,-2,6,3,1,-12,i
COC(=O)c1ccc(C(=O)OC)c(NC(=O)CN(C)Cc2cccc(Cl)c2Cl)c1,5,26,-6,0,1,-7,0,-11,i
COc1cccc(NC(=O)Cn2c(=O)n(-c3ccccc3)c(=O)c3oc4ccccc4c32)c1,-16,4,1,-9,14,7,0,0,i
Cc1ccc(C)n1-c1ccc(C(=O)NCC2CCCO2)cc1 (centres undefined),-12,-10,-34,-6,-4,-8,-1,-9,i
C/C=C/c1ccc(Oc2nnnn2-c2ccc(C(N)=O)cc2)c(OC)c1,-2,27,2,-5,0,2,-2,9,i

The list continues.
SMILES	PABP1 MLLE inh	FAS-TE inh	CendR NRP1 mod	MsrA act	SKN-1 inh	MT1-MMP act inh	Rin1-Abl PPI inh	E coli Lon inh	Neddyl block
CCCc1ccc(OCc2ccc(C(=O)NCc3cccnc3)o2)c(OC)c1	-4	-5	8	-3	-12	-5	2	12	i
CCCCN1C(=O)C(=O)N(CC(=O)Nc2ccc(OC(F)(F)F)cc2)C1=O	-8	0	20	-3	-8	4	4	-8	i
COc1ccc(CCNC(=O)C2CCN(Cc3nc(-c4cccc(Cl)c4)oc3C)CC2)cc1OC	15	-2	10	-2	-1	1	-3	1	i
COc1ccccc1CN1CCc2c([nH]c3ccccc23)C1	-7	-6	8	-3	3	-4	0	-1	i
COc1ccc(NC(=O)/C=C/c2ccc(OC(F)F)cc2)cn1	17	5	-4	-1	0	7	0	-3	i
CCCOc1ccc(F)cc1-c1cc(C(=O)Nc2ccc(F)c(Cl)c2)[nH]n1	7	21	4	-5	17	-4	-1	-10	i
CN(Cc1nc(-c2ccccc2)no1)C1CCOCC1	-10	-4	2	-5	0	0	1	-1	i
O=S(=O)(NCC(c1cccnc1)N1CCN(c2ccc(F)cc2)CC1)c1cc(F)ccc1F (centres undefined)	7	0	4	-3	-3	-2	-1	-1	i
Cn1c(=O)n(CC(=O)N2CCOCC2)c2ccccc21	-9	-8	5	-1	14	3	0	2	i
Cc1ccccc1Nc1nc(N)nc(COC(=O)[C@@H](NC(=O)c2ccccc2Cl)C(C)C)n1	7	1	5	8.1*	22	8	0	-1	i
CC(=O)c1cc(C(=O)N2CCCC(C(=O)c3ccc(Cl)cc3)C2)cs1 (centres undefined)	3	1	4	-4	-10	2	2	5	i
Cc1ccc(C(=O)CSc2nc3ccccc3c(=O)n2-c2ccccc2)s1	-2	-2	2	-5	-23	2	-1	-8	i
Cc1ccc(C2=NS(=O)(=O)N(C)C(C(=O)N3CCCCC3)=C2)cc1	-12	1	2	-3	-2	-4	-2	1	i
Fc1cccc(Cc2c(-c3cccc(Br)c3)nc3c(Cl)cc(C(F)(F)F)cn23)c1	0	7	-1	-4	16	2	2	-4	i
CCCNC(=O)c1ccccc1NC(=O)C1=CSCCO1	-4	-4	3	-2	20	-3	2	-8	i
CN(CC(=O)N1CCN(C2CCCCC2)CC1)S(=O)(=O)c1cccc2nsnc12	-2	-9	1	-11	12	4	-9	-16	i
CCOC(=O)CN1CC(C)(C)N(CC(=O)OCC)CC1(C)C	-3	-7	16	-2	8	-1	2	-4	i
CC(=O)c1cccc(NC(=O)CSC(=O)c2ccccc2)c1	23	-19	-1	-5	-1	-3	-1	-8	i
Cc1ccc(NC(=O)C2CCCN2C(=O)OCc2ccccc2)cc1C (centres undefined)	14	1	4	0	11	-6	2	-6	i
C=CCN(CC=C)C(=O)c1ccc(OC2CCN(C(C)=O)CC2)c(OC)c1	-7	-3	6	-2	11	2	1	8	i
COc1ccc(-c2cc3c(c4c2ccn4C)C2CCC3O2)cn1 (centres undefined)	5	2	3	-6	0	2	2	-1	i
CCCN(CCC)CCNC(=O)C1CCN(Cc2nc(-c3ccc(Cl)cc3)oc2C)CC1	12	-7	-4	-7	15	7	-6	-4	i
CC(C(=O)N=Nc1c(O)[nH]c2ccccc12)n1cnc2ccccc2c1=O (centres undefined)	9	-5	-12	-5	9	5	-3	-5	i
Cc1cc(NS(=O)(=O)c2ccc(NC(=O)COc3ccccc3C(C)C)cc2)no1	7	-9	-17	-6	-2	3	1	-9	i
CC(C)(C)c1ccc(/C=C(\c2nc3ccccc3[nH]2)S(=O)(=O)c2ccccc2)cc1	17	31	3	-3	3	-29	-2	-11	i
O=C(O)c1ccc2c(c1)C(=O)N(c1ccc(Cl)cn1)C2=O	10	-4	-8	-4	-6	-1	3	-7	i
NC(=O)c1c(NC(=O)CCCn2cnc([N+](=O)[O-])n2)sc2c1CCCC2	34	-3	-4	-3	-4	-5	-3	3	i
Cc1ccc(N2C(=O)N3[C@@H]4c5ccccc5OC[C@@H]4[C@@H](c4ccccc4)[C@@]3(C)C2=O)cc1	1	48	11	1	3	-5	0	-10	i
CC(C)(C)C(=O)Cn1c(=N)n(Cc2ccccc2Cl)c2ccccc21	8	4	-10	-2	-4	-2	-3	-5	i
Clc1cccc(OCCCCN2CCCCC2)c1	4	-2	-4	-8	-15	3	0	-8	i
CN1CCN(C(=O)/C(=C/c2cccc([N+](=O)[O-])c2)NC(=O)c2ccccc2)CC1	12	-2	-8	-4	6	-1	-3	0	i
CCCN1CCC2(CC1)C(C#N)=C(N)Oc1c2sc2nc(C)cc(C)c12	-9	-8	-37	-6	16	-61	-1	-37	i
Cn1c(CC(=O)Nc2ccc(F)cc2)nnc1SCC(=O)Nc1nncs1	-2	-5	14	1	4	1	1	-5	i
Cc1ccc2c(c1C)-c1c(ccc(C)c1C)C(=O)C2=O	5	61*	20	2	17	10	6	-10	i
N#CCCn1nnc2ccccc21	-1	-7	16	-1	-18	-2	-2	-2	i
O=C(C1CCN(S(=O)(=O)c2cccc3cccnc23)CC1)N1CCN(c2ccccc2)CC1	-1	0	0	-7	-6	-3	2	3	i
COC(=O)C1=C(C(=O)OC)C(c2ccc(OC)c(OC)c2)c2sc(=O)[nH]c2S1 (centres undefined)	25	-5	-7	-5	6	2	0	-8	i
COc1ccc2oc(C(=O)OCC(=O)NCc3ccc(OC)c(OC)c3)c(C)c2c1	-3	-6	-17	-4	9	-1	6	0	+
CCOc1ccc(S(=O)(=O)N2CCN(C(=S)NCc3ccco3)CC2)cc1	-156	8	2	-1	0	0	-1	7	i
CCOC(=O)N1CCC(=NNC(N)=O)CC1	-10	-2	12	-8	-1	4	0	-4	i
O=C(COC(=O)c1ccc(Br)o1)NC1CCCCC1	-27	0	4	-2	3	-1	-2	7	i
CCCCNC(=O)N1CCN(C/C=C/c2ccccc2)CC1	0	-8	1	-4	3	-3	3	1	i
CC(=O)N1CCCC(C(=O)c2ccc3c4c(cccc24)CC3)C1 (centres undefined)	1	-1	-3	-5	10	1	-4	-4	nt

Screening results: PubChem, several laboratories
